Screens (PubChem BioAssay)
NALP1 yeast inh – blocks the NALP1 inflammasome reconstituted in yeast; S. cerevisiae NALP1/ASC/caspase-1 growth, X-gal OD620, 72 h; inhibition, % at 10 µM; hit rate 0.61% among 280,000; AID 2071; in the data active = inhibition mostly above about 24%, no sharp cut-off; inactive = mostly below about 32%; note: some compounds called inactive have numbers as strong as hits
VIM-2 inhibitor – inhibitors of Pseudomonas aeruginosa VIM-2 metallo-beta-lactamase | purified VIM-2, nitrocefin hydrolysis, epi-absorbance fluorescence | inhibition, % at 5.6 µM | hit rate 0.89% among 290,000;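 active = inhibition above the mean of all tested compounds plus 3 SD, cutoff set per screening run, cut at about 7.5% in these data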;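 note: red hydrolysis product quenches plate fluorescence so inhibitors raise well fluorescence; 0% = enzyme with DMSO and 100% = DMSO without enzyme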
IDE inh – cellular human IDE inhibition. P14735. HEK cells, FAbetaB cleavage, fluorescence polarization. inhibition, % at 5.59 µM. hit rate 0.41% among 320,000. AID 434962;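 active = percent inhibition above the average of all tested compounds plus 3 SD, set per screening campaign, cut at about 16% in these data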;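 note: IDE supplied by intact live HEK cells; FP after avidin binding of uncleaved biotin substrate so inhibition keeps polarization high; 0% = DMSO wells and 100% = 60 µM reference IDE inhibitor Ii1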
Target sequence (P14735 whole entry, looked up): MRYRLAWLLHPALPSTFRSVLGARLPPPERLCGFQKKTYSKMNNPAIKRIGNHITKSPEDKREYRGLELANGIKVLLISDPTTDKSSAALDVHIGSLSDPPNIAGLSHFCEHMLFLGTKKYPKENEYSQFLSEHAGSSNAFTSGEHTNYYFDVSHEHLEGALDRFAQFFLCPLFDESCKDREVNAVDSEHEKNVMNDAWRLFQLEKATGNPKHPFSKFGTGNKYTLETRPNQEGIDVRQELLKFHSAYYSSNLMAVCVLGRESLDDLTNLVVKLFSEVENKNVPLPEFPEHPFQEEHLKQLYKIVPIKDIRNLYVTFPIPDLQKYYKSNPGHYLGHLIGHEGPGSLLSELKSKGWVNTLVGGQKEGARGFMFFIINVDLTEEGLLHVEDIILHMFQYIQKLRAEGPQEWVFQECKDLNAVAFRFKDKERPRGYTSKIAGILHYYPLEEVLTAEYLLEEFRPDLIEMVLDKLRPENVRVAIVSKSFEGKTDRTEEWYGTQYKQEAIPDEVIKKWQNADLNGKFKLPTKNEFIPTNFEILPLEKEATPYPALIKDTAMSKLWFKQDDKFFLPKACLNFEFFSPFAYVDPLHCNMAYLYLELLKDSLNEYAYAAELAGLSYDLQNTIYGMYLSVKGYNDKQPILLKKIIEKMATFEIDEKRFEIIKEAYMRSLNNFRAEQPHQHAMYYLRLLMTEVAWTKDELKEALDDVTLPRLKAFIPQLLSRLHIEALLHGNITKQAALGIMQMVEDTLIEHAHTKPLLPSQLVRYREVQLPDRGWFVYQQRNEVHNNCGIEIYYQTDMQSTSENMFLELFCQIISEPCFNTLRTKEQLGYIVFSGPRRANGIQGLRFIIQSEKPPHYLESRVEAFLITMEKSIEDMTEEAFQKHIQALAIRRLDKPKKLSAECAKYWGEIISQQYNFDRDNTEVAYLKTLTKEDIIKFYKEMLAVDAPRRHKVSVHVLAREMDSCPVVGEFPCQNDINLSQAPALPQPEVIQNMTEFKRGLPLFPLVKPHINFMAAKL
IDE act – IDE (human) activation, cell-based. P14735. HEK cells, FAbeta-B cleavage, fluorescence polarization; 0% vehicle, 100% cell-free pure enzyme wells. activation, % at 5.96 µM. hit rate 0.073% among 340,000. AID 493087;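 active = activation above the mean of all tested compounds plus 3 SD, set per screening campaign, cut at about 17% in these data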
GPR7 antag – blocks human GPR7 receptor signaling; P48145; GPR7-expressing cells, fluorescence antagonist assay; inhibition, % at 4.4 µM; hit rate 1.1% among 290,000; in the data active = inhibition above about 16%, passing the limit was not always enough;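 note: cells stimulated with the agonist NPW; 0% = agonist with vehicle and 100% = vehicle without agonist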
IMP-1 inhibitor – blocks Pseudomonas aeruginosa IMP-1 metallo-beta-lactamase; purified IMP-1, nitrocefin hydrolysis, epi-absorbance fluorescence; inhibition, % at 5.6 µM; hit rate 0.45% among 290,000; AID 1556;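 active = inhibition above the mean plus 3 SD of all compounds in the same screening run, cut at about 4.5% in these data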;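 note: 0% = IMP-1 with DMSO and 100% = DMSO wells lacking enzyme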
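System: Purified recombinant IMP-1 metallo-beta-lactamase enzyme | Measured by: Fluorescence quenching readout, ex 480/em 530 nm | Replication: Singlicate | Incubation: 15 min preincubation plus 25 min reaction at 25 °C | Evaluation: Percent inhibition from optical density relative to buffer-blank wells | Benchmarks: DMSO with and without IMP-1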
PHOSPHO1 inh – inhibitors of human PHOSPHO1 phosphatase. hit rate 1.1% among 290,000. Q8TCT1. recombinant PHOSPHO1, absorbance phosphatase assay. inhibition, % at 13.3 µM; in the data active = inhibition above about 60%
PfM18AAP inh – blocks P. falciparum M18 aspartyl aminopeptidase. hit rate 1.2% among 290,000. AID 1822. inhibition, % at 7.35 µM. recombinant PfM18AAP, H-Glu-NHMec fluorogenic cleavage;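 active = inhibition above the campaign mean inhibition over all tested compounds plus 3 SD, cut at about 28% in these data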;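 note: 0% = plate median of test compound wells and 100% = 2 mM ZnCl2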
pCIP destab – lowers stability of the mouse p/CIP coactivator protein | Q05BA5 | F442A p/CIP-EGFP cells, EGFP fluorescence, 16 h | decrease of EGFP signal, % at 10 µM | hit rate 0.01% among 290,000 | AID 1984;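 active = EGFP signal decrease of at least 30% at 10 µM or well 3 SD below plate mean, unless failing retest; inactive = the rest, including hits failing retest or dose response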; note: some compounds called inactive have numbers as strong as hits; many of its hits are not listed in these tables
The depositor's hits bear a star.

C=CCNC1=C(Cl)C(=O)N(c2ccccc2Cl)C1=O was read as NALP1 yeast inh -8.8, VIM-2 inhibitor -2.0, IDE inh 1.6, IDE act -4.5, GPR7 antag 14.7, IMP-1 inhibitor -0.4, PHOSPHO1 inh 23.6, PfM18AAP inh 4.1 and pCIP destab -5.0.
Screening Nc1nc(Br)c2c(F)cccc2c1-c1ccc(F)cc1 returned NALP1 yeast inh 5.6, VIM-2 inhibitor -3.1, IDE inh -5.9, IDE act 4.4, GPR7 antag -6.4, IMP-1 inhibitor -3.5, PHOSPHO1 inh 15.3, PfM18AAP inh -8.0 and pCIP destab -4.2.
`Cc1noc(C)c1COc1cccc(C(=O)Nc2ccc(C#N)cc2)c1` gave NALP1 yeast inh -6.5, VIM-2 inhibitor -0.6, IDE inh -6.1, IDE act 1.6, GPR7 antag 4.2, IMP-1 inhibitor -1.9, PHOSPHO1 inh 38.0, PfM18AAP inh -6.7 and pCIP destab -14.6.
Cc1cc(C)cc(N2C(=O)CCN(Cc3ccccc3)C2=O)c1 was read as VIM-2 inhibitor -2.6, IDE inh 3.0, IDE act 6.1, GPR7 antag -5.7, IMP-1 inhibitor -3.3, PHOSPHO1 inh 36.4, PfM18AAP inh -7.0 and pCIP destab -1.6.
`O=C(O)c1ccc(Cl)c(S(=O)(=O)N2CCCC2)c1` gave NALP1 yeast inh -17.9, VIM-2 inhibitor -0.8, IDE inh 5.9, IDE act 2.2, GPR7 antag -11.1, IMP-1 inhibitor -2.1, PHOSPHO1 inh 32.7, PfM18AAP inh -1.8 and pCIP destab -0.7.
`CCOc1ccccc1Oc1coc2cc(OCC(=O)O)ccc2c1=O` gave NALP1 yeast inh 18.5, VIM-2 inhibitor -1.8, IDE inh 0.7, IDE act 5.4, GPR7 antag -4.9, IMP-1 inhibitor -1.2, PHOSPHO1 inh 27.4, PfM18AAP inh -4.7 and pCIP destab -11.8.
`CCC1=NN(C(=O)c2ccccc2O)C(O)(c2ccccc2)C1` (configuration not stated) gave NALP1 yeast inh 6.7, VIM-2 inhibitor -0.8, IDE inh 1.2, IDE act -5.8, GPR7 antag -14.7, IMP-1 inhibitor -1.7, PHOSPHO1 inh 29.5, PfM18AAP inh 4.5 and pCIP destab 4.0.
Cc1ccc(NC(=O)c2cc(S(=O)(=O)N3CCCC3)c[nH]2)c(C)c1 was read as NALP1 yeast inh 5.3, VIM-2 inhibitor -2.1, IDE inh -0.3, IDE act 5.4, GPR7 antag 1.7, IMP-1 inhibitor 1.8, PHOSPHO1 inh 15.1, PfM18AAP inh -11.2 and pCIP destab -4.9.
`COc1cc(N/C(N)=N/c2nc(C)cc(C)n2)c(OC)cc1Cl` gave NALP1 yeast inh -1.6, VIM-2 inhibitor 0.2, IDE inh 0.9, IDE act 3.6, GPR7 antag 10.7, IMP-1 inhibitor -0.6, PHOSPHO1 inh 28.3, PfM18AAP inh -2.7 and pCIP destab -15.0.
For Cn1c(-c2sc3cc(C(F)(F)F)cnc3c2-c2ccccn2)n[nH]c1=S the results were NALP1 yeast inh 0.4, VIM-2 inhibitor -0.3, IDE inh 2.8, GPR7 antag -19.4, IMP-1 inhibitor -2.7, PHOSPHO1 inh -97.1, PfM18AAP inh 3.5 and pCIP destab 1.6.
`COc1cc(OC)c(/C=N/NC(N)=S)cc1Br` gave NALP1 yeast inh 37.1, VIM-2 inhibitor 1.9, IDE inh 0.0, IDE act -3.5, GPR7 antag 14.6, IMP-1 inhibitor 0.4, PHOSPHO1 inh -2.2, PfM18AAP inh 14.1 and pCIP destab 2.7.
For C=CCNC(=O)CSc1ncc2c(n1)-c1c(csc1SC)CC2 the results were NALP1 yeast inh -5.2, VIM-2 inhibitor 0.5, IDE inh 12.6, GPR7 antag -13.8, IMP-1 inhibitor -0.5, PHOSPHO1 inh 15.9, PfM18AAP inh 0.6 and pCIP destab -10.0.
`CCCCCC(=O)Nc1sc(C)c(C)c1C#N` gave NALP1 yeast inh 30.4, VIM-2 inhibitor -2.9, IDE inh 1.6, IDE act -5.2, GPR7 antag -17.1, IMP-1 inhibitor -3.0, PHOSPHO1 inh 33.9, PfM18AAP inh 3.8 and pCIP destab -14.8.
O=C1N(CN2CCC3(CC2)OCCO3)c2ccccc2C12OCCCO2 was read as NALP1 yeast inh 6.5, VIM-2 inhibitor -2.4, IDE inh 8.9, IDE act -4.1, GPR7 antag 2.2, IMP-1 inhibitor -3.3, PHOSPHO1 inh 6.2, PfM18AAP inh 0.5 and pCIP destab -2.5.
Screening C=CCOc1c(Br)cc(CNc2ccc(NC(=O)C(C)C)cc2)cc1OCC returned NALP1 yeast inh 27.1, VIM-2 inhibitor -2.8, IDE inh -4.8, IDE act 3.0, GPR7 antag -1.2, IMP-1 inhibitor -2.9, PHOSPHO1 inh 3.6, PfM18AAP inh -1.9 and pCIP destab -5.1.
`CCOc1ccc(N2C(=O)Nc3ccccc3C2(O)C(=O)NCc2ccco2)cc1` (configuration not stated) gave NALP1 yeast inh -1.8, VIM-2 inhibitor -2.9, IDE inh 3.8, IDE act -2.7, GPR7 antag -0.3, IMP-1 inhibitor -2.5, PHOSPHO1 inh 31.9, PfM18AAP inh 6.3 and pCIP destab 10.6.
CCSc1nnc(NC(=O)CSc2nccn2-c2cc(C)cc(C)c2)s1 was read as NALP1 yeast inh -9.1, VIM-2 inhibitor -3.2, IDE inh -15.7, GPR7 antag -13.6, IMP-1 inhibitor -3.7, PHOSPHO1 inh 44.7, PfM18AAP inh 2.1 and pCIP destab -8.6.
For CC(=O)Nc1ccc(NC(=O)CSc2nnnn2-c2ccc3c(c2)OCCO3)cc1 the results were NALP1 yeast inh 11.5, VIM-2 inhibitor -3.1, IDE inh 2.5, IDE act -3.0, GPR7 antag -5.6, IMP-1 inhibitor -1.4, PHOSPHO1 inh 29.5, PfM18AAP inh 4.4 and pCIP destab -8.9.
For COc1ccccc1NC(=O)c1c(C)nc2ccccc2c1C(=O)O the results were NALP1 yeast inh 12.1, VIM-2 inhibitor 0.3, IDE inh -3.4, IDE act 5.4, GPR7 antag -6.7, IMP-1 inhibitor 1.0, PHOSPHO1 inh 14.6, PfM18AAP inh -7.6 and pCIP destab -11.5.
Screening CC1CC(C)CN(C(=O)COC(=O)c2ccc[nH]c2=O)C1 (configuration not stated) returned NALP1 yeast inh 6.4, VIM-2 inhibitor -2.5, IDE inh 0.1, IDE act 5.4, GPR7 antag -2.6, IMP-1 inhibitor -1.0, PHOSPHO1 inh 3.2, PfM18AAP inh 0.3 and pCIP destab -12.8.
CSC(=NC#N)N1CCN(C(=NC#N)SC)CC1 was read as NALP1 yeast inh 9.0, VIM-2 inhibitor 3.1, IDE inh 4.6, IDE act 5.7, GPR7 antag -1.9, IMP-1 inhibitor 0.6, PHOSPHO1 inh 41.2, PfM18AAP inh -2.8 and pCIP destab -12.5.
`COc1ccc(Cl)cc1N(CC(=O)Nc1ccccc1C(=O)N1CCCC1)S(C)(=O)=O` gave NALP1 yeast inh 9.7, VIM-2 inhibitor -3.1, IDE inh -1.9, IDE act 1.4, GPR7 antag 0.3, IMP-1 inhibitor -1.1, PHOSPHO1 inh 16.0, PfM18AAP inh 1.4 and pCIP destab -3.3.
CCOc1ccc2c(c1)s/c(=N\S(=O)(=O)c1ccc(OC)cc1)n2C(F)F was read as VIM-2 inhibitor -1.6, IDE inh 2.5, IDE act -3.3, GPR7 antag 1.9, IMP-1 inhibitor 3.2, PHOSPHO1 inh -12.8, PfM18AAP inh -0.1 and pCIP destab -18.2.
Screening Cc1ccc(C2/C(=C(\O)c3c(C)nc4ccccn34)C(=O)C(=O)N2CCN(C)C)o1 (configuration not stated) returned NALP1 yeast inh 19.0, VIM-2 inhibitor -0.5, IDE inh 3.4, IDE act 3.2, GPR7 antag -19.6, IMP-1 inhibitor -2.3, PHOSPHO1 inh 23.7, PfM18AAP inh 1.4 and pCIP destab 3.0.
For O=C(CN1C(=O)/C(=C/c2ccco2)SC1=S)NC1CCS(=O)(=O)C1 (configuration not stated) the results were NALP1 yeast inh 3.5, VIM-2 inhibitor -2.3, IDE inh 7.6, IDE act -4.8, GPR7 antag 4.2, IMP-1 inhibitor 5.6*, PHOSPHO1 inh 15.9, PfM18AAP inh 39.1* and pCIP destab -1.9.
Screening CC(C)C(C(=O)Nc1sc2c(c1C#N)CCCCC2)N1C(=O)c2ccccc2C1=O (configuration not stated) returned NALP1 yeast inh 16.7, VIM-2 inhibitor -6.1, IDE inh 1.5, IDE act -2.1, GPR7 antag -9.0, IMP-1 inhibitor 2.5, PHOSPHO1 inh 23.4, PfM18AAP inh -2.4 and pCIP destab -11.6.
For c1csc(Cc2nc(-c3ccc(-n4cccc4)cc3)no2)c1 the results were VIM-2 inhibitor 0.1, IDE inh 5.1, IDE act 0.4, GPR7 antag -0.2, IMP-1 inhibitor -4.8 and PfM18AAP inh -1.6.
c1ccc(Cc2nn3c(COc4ccccc4)nnc3s2)cc1 was read as NALP1 yeast inh 31.5, VIM-2 inhibitor -1.6, IDE inh -0.8, IDE act -4.8, GPR7 antag 5.7, IMP-1 inhibitor -1.9, PHOSPHO1 inh 65.8*, PfM18AAP inh 6.4 and pCIP destab -0.9.
For CN(CCc1ccccn1)C(=S)Nc1ccc(Cl)c(Cl)c1 the results were NALP1 yeast inh -6.9, VIM-2 inhibitor -1.1, IDE inh -1.1, IDE act -0.3, GPR7 antag -2.1, IMP-1 inhibitor -5.4, PHOSPHO1 inh 16.3, PfM18AAP inh 4.9 and pCIP destab 4.7.
COc1ccc2c(c1)C(=O)OC2CC(=O)O (configuration not stated) was read as NALP1 yeast inh 10.4, VIM-2 inhibitor 1.3, IDE inh -0.9, IDE act 1.8, GPR7 antag 13.5, IMP-1 inhibitor 1.3, PHOSPHO1 inh -8.0, PfM18AAP inh -1.8 and pCIP destab -7.1.
CCN(CC)CC(=O)n1c2c(c3ccccc31)CCCC2 was read as NALP1 yeast inh 16.0, VIM-2 inhibitor 11.9*, IDE inh -2.7, IDE act 3.4, GPR7 antag -4.1, IMP-1 inhibitor -0.2, PHOSPHO1 inh 29.6, PfM18AAP inh 9.6 and pCIP destab -26.1.
For O=C(Nc1nc(-c2ccccn2)cs1)Nc1ccc(F)cc1F the results were NALP1 yeast inh -7.6, VIM-2 inhibitor -5.9, IDE inh -2.9, IDE act 0.2, GPR7 antag -4.1, IMP-1 inhibitor -3.1, PHOSPHO1 inh -83.9, PfM18AAP inh 48.0* and pCIP destab -18.5.
`C/C(=N/NC(=O)c1ccncc1)c1ccccc1` gave NALP1 yeast inh 22.7, VIM-2 inhibitor 0.7, IDE inh 1.8, IDE act 2.2, GPR7 antag -9.4, IMP-1 inhibitor -0.6, PHOSPHO1 inh 4.6, PfM18AAP inh 6.3 and pCIP destab 11.6.
CCC(=O)NC(=S)Nc1ccc(NC(=O)c2cc3ccccc3o2)c(OC)c1 was read as NALP1 yeast inh -1.9, VIM-2 inhibitor -2.6, IDE inh -2.0, GPR7 antag -5.2, IMP-1 inhibitor -0.6, PHOSPHO1 inh 28.1, PfM18AAP inh -6.9 and pCIP destab -6.4.
`CCOC(=O)C1(Cc2cccc(OC)c2)CCN(Cc2cccc(OC)c2O)CC1` gave NALP1 yeast inh 8.2, VIM-2 inhibitor -4.0, IDE inh 0.1, IDE act 2.8, GPR7 antag -1.7, IMP-1 inhibitor -0.8, PHOSPHO1 inh 22.0, PfM18AAP inh 1.8 and pCIP destab -0.7.
